# Bioassay records (PubChem BioAssay)
# NCI-60 one-dose screen, 48 h, at 10 µM unless noted. Numbers give growth in % (100 = growth as untreated, 0 = no growth, -100 = all killed).
# MDA-MB-435: MDA-MB-435 melanoma; hit rate 7.8% among 82,000; AID 1794794
# UACC-62: UACC-62 melanoma; hit rate 5.4% among 81,000
# MALME-3M: MALME-3M melanoma; AID 1794766; hit rate 5.8% among 78,000
# SK-MEL-5: SK-MEL-5 melanoma; hit rate 6.4% among 80,000; AID 1794755
# UACC-257: UACC-257 melanoma | AID 1794764 | hit rate 4.4% among 78,000
# SK-MEL-2: SK-MEL-2 melanoma. AID 1794763. hit rate 4.7% among 77,000
# LOX IMVI: LOX IMVI melanoma; hit rate 7.4% among 79,000; AID 1794757
# SK-MEL-28: SK-MEL-28 melanoma. hit rate 4.1% among 81,000. AID 1794761
# Numbers without * were called inactive; / = no result given; & = joins results of further samples; ! = repeats disagree. How the source made its calls: active means growth percent below 10; inactive means the rest.
SMILES,MDA-MB-435,UACC-62,MALME-3M,SK-MEL-5,UACC-257,SK-MEL-2,LOX IMVI,SK-MEL-28
O=C(O)c1cc(I)c(O)c(I)c1,100,/,96,117,115,132,96,92
C=CCOC(=O)C1=C(C)NC2=C(C(=O)CC(c3ccc(Cl)cc3)C2)C1c1cccnc1 (configuration not stated),11,49,86,55,73,97,83,81
COc1ccc(Cn2nc(-c3ccccc3)c3c2CCc2cnoc2-3)cc1,28,52,109,74,91,111,73,85
O=C1/C(=C/c2cccc(F)c2)Sc2ccc(F)cc21,76,79,99,95,101,105,94,106
O=c1c2ccccc2oc2ccc(OCCCCCN3CCCCCC3)cc12,74,2.1*,40,-35*,2.9*,99,50,86
Cc1oc2nc[nH]c(=O)c2c1C(=O)/C=C/c1cc(O)cc2ccccc12,105,98,99,99,80,100,92,110
O=S(=O)(N=C1C(Cl)=C(Cl)C(=NS(=O)(=O)c2ccccc2)C(Cl)=C1Cl)c1ccccc1,101,67,113,87,69,14,55,90
Cc1[nH]c(C(=O)Nc2ccc(C(N)=O)cc2OC2CCCC2)c(Cl)c1Cl,103,96,92,87,109,104,98,111
CCOC(=O)C(CC(CO)(C(C)=O)C(=O)OCC)C(C)=O (configuration not stated),104,100,102,106,107,89,111,103
O=C(C(=Cc1ccccc1)C(=O)c1ccccc1)c1ccccc1,104&64,67&49,108&88,94&67,84&73,83&90,-56*!,105&60
CCC1(c2ccccc2)Oc2ccccc2-n2c(C#N)c3ccccc3c2C1=O (configuration not stated),106,/,/,100,90,103,103,114
Cc1cc(OC(=O)CSc2nc3ccccc3s2)nc2[nH]c(=O)sc12,110,99,99,98,114,106,92,118
O=S(=O)(NCc1ccccc1)c1ncnc2nc[nH]c12,110,96,117,100,93,118,99,107
O=C(O)C(=O)C(O)C(O)C(O)CO (configuration not stated),96,111,108,103,109,110,105,110
COC1=CC(c2ccc[nH]2)=N/C1=C\c1[nH]c(C)c(C(=O)CCC(=O)NCCCOCCOCCOCCCNC(=O)CC[C@H](NC(=O)c2ccc(NCc3cnc4nc(N)[nH]c(=O)c4n3)cc2)C(=O)O)c1C,102,100,101,105,89,102,95,102
COc1ccc(C(=O)Nc2cccc(C3CCc4c(cc(OC)c(OC)c4OC)O3)c2)cc1 (configuration not stated),-15*,39,46,60,52,38,50,61
CC(=O)[C@H]1CC[C@H]2[C@@H]3C[C@@H](C)[C@@]4(O)CC(=O)CC[C@]4(C)[C@H]3[C@H](O)C[C@]12C,101,91,135,104,86,109,90,114
COc1ccc(C2OCC3(CO)COC(c4ccc(OC)c(OC)c4)N23)cc1OC (configuration not stated),108,102,104,102,97,121,94,104
CN(C)CCOc1ccc2c(c1)CCC2=O,99,103,113,103,99,/,103,104
O=C(/C=C/c1ccccc1)Nc1ncc(Cc2ccccc2Cl)s1,-44*,34,54,34,77,26,21,56
NS(=O)(=O)c1ccc(NC(=O)N2CCN(Cc3ccccc3)CC2)cc1,99,103,84,104,107,115,98,105
O=C(O)c1ccccc1C(=O)N1CCN(c2cc3c(cc2F)c(=O)c(C(=O)O)cn3C2CC2)CC1,103,102,98,105,99,93,102,100
C=C(C)[C@@H]1CC[C@]2(C(N)=O)CC[C@]3(C)[C@H](CC[C@@H]4[C@@]5(C)Cc6c([nH]c7ccccc67)C(C)(C)[C@@H]5CC[C@]43C)[C@@H]12,92,75,85,84,92,88,72,97
Clc1cccc(COc2ccc(Nc3ncnc4onc(-c5ccccc5)c34)cc2)c1,86,74,93,93,93,107,93,99
Cc1c(Cl)c(=O)oc2cc(O)ccc12,107,102,113,98,106,104,87,110
O=C(C(=O)N1CCOCC1)c1ccc(O[C@H]2O[C@H](CO)[C@@H](O)[C@H](O)[C@@H]2O)cc1,108,97,102,97,107,107,102,117
CC(=O)N1N=C(c2ccc(Nc3nc(Nc4ccc(F)cc4)nc(Nc4ccc(Cl)cc4)n3)cc2)CC1c1ccc(Oc2ccccc2)cc1 (configuration not stated),107,93,115,105,82,111,83,132
CCOC(=O)NC1C2CC3C(C2)C31 (configuration not stated),111,97,121,99,100,105,98,108
CC(=O)n1c(-c2ccc(Cl)c(Cl)c2)cn(-c2ccc(Cl)cc2)c1=O,32,18,27,9.2*,57,81,18,7.2*
CCCCCSc1ncnc2nc[nH]c12,/,103,102,96,105,105,97,115
O=C(CCl)Nc1ccc2c(c1)C(=O)c1ccc(NC(=O)CCl)cc1C2=O,-72*,-73*,/,-88*,-12*,-39*,-90*,-41*
O=C(N/N=C/C(O)C1OC(=O)C(O)C1O)c1ccncc1 (configuration not stated),112,107,99,113,99,103,61,102
O=[N+]([O-])c1ccc(/C=C\c2ccc([N+](=O)[O-])cc2)cc1,100,109,118,108,105,104,96,106
CC1(C)CC[C@]2(C(=O)O)CC[C@]3(C)C(=CCC4[C@@]5(C)C[C@@H](O)[C@@H]6OC(c7cccc(Br)c7)OC[C@@]6(C)C5CC[C@]43C)C2C1 (some centres not stated),61,55,74,41,53,66,16,74
CC(=O)OC(C)C[N+](C)(C)C (configuration not stated),110,103,133,104,103,107,118,111
CCOC(=O)c1nc(-c2ccc(C)cc2)oc1Sc1ccc(Br)cc1,108,80,111,97,104,99,96,104
N#Cc1c(N)c2sc(Nc3ccccc3)c(-c3nc4ccccc4s3)c2[nH]c1=S,112,75,99,95,82,96,96,92
O=C(c1ccccc1)c1c(/C=C/c2ccc(Br)cc2)nc2ccccc2c1/C=C/c1ccc(Cl)cc1,101,93,99,101,95,103,91,101
COc1ccc2cc(C#Cc3ccc(-n4c(/C=C/c5ccnc6ccccc56)nc5ccccc5c4=O)c(C)c3)ccc2c1,96,88,/,100,92,98,89,116
c1ccc(COc2cccc(-c3nc4sccn4c3-c3ccccc3)c2)cc1,91,74,126,94,106,104,92,105
Cc1cc2ncn(C(=O)/C=C/c3ccccc3)c2cc1C,61,64,101,84,73,76,50,93
O=C(O)c1nnc(C(=O)O)nn1,106,109,99,105,107,100,96,108
COc1ccc(NCc2cn(-c3ccc(C(F)(F)F)cc3)nc2-c2ccc(C(=O)O)cc2)cc1C(F)(F)F,67,69,88,76,82,84,80,61
N=Nc1nc(Nc2[nH]c3ccccc3c2O)n[nH]1,104,92,95,105,102,106,102,105
CCCCOC(=O)c1cccnc1,99&120,83&88,104&161,98&112,60,100&100,95&102,103&125
CC12C(=O)OC(=O)C1C1c3ccccc3C2c2ccccc21 (configuration not stated),103,/,98,109,111,99,101,112
CCOC(CNCc1ccncc1)OCC,105,95,89,106,94,103,99,121
COc1ccc(-c2nc(SCC(C)C)nc(N/N=C(/C)c3cccc(OC)c3)c2C#N)cc1,80,88,92,88,101,103,79,88
C[C@]1(Cn2ccnn2)C(C(=O)O)N2C(=O)CC2S1(=O)=O (some centres not stated),107,105,123,109,103,/,104,112
O=C(N=Nc1c(O)n(Cc2ccccc2)c2ccccc12)c1ccc(Cl)cc1,91,63,88,67,96,104,52,80
O=C(c1ccccc1)c1cn(C2CCCCC2)c(-c2ccccc2)c1NC1CCCCC1,94,77,90,83,83,78,81,108
NCCCCCCCCN,121,97,/,112,124,111,94,126
O=C(/C=C/c1ccc(Cl)cc1)c1cccc(Nc2nc(Nc3ccccc3)nc(Nc3ccccc3)n2)c1,102,97,96,86,103,46,88,100
CC1=CC(C)(C)NC(=S)N1,111&116,97,119&109,107&156,125&113,102&135,96&101,109&117
C/C(=N\NC(=S)Nc1cccc(Cl)c1Cl)c1sc(Nc2cccc(Cl)c2)nc1C,101,95,119,99,110,110,96,100
S=C1CCCCN1,117,108,105,113,93,/,93,103
COc1ccc2nc(C)c3c(c2c1[N+](=O)[O-])Oc1ccccc1N3,106,89,111,99,/,94,101,111
O=C(Nc1cccc(-n2cc(-c3ccncc3)c(-c3ccc(Cl)c(O)c3)n2)c1)Nc1cccc(C(F)(F)F)c1,16,10,1.2*,-26*,-12*,-26*,24,29
Cn1c2ccccc2c2nnc(NCCCCO)nc21,110,103,98,94,113,108,89,109
C#CCOc1ccc2ncnc(Nc3ccc(NC(=O)C=C)cc3)c2c1,-19*,-69*,-74*,13,-26*,-0.2*,-83*,2.4*

# Exported as tab-separated lines: 2 of the compounds above.
canonical_smiles	MDA-MB-435	UACC-62	MALME-3M	SK-MEL-5	UACC-257	SK-MEL-2	LOX IMVI	SK-MEL-28
C/C(=N\NC(=S)Nc1cccc(Cl)c1Cl)c1sc(Nc2cccc(Cl)c2)nc1C	101	95	119	99	110	110	96	100
S=C1CCCCN1	117	108	105	113	93	/	93	103

# (next part)
SMILES,MDA-MB-435,UACC-62,MALME-3M,SK-MEL-5,UACC-257,SK-MEL-2,LOX IMVI,SK-MEL-28
NS(=O)(=O)c1nnc(/N=C/c2c(O)[nH]c3ccccc23)s1,103,97,109,98,107,114,100,114
O=C(CCCCC(=O)N/N=C/c1ccc2c(c1)CCC2)N/N=C/c1ccc2c(c1)CCC2,107,96,109,66,113,121,96,103
O=C1NC2CSC(CCCCC(=O)ON3C(=O)CCC3=O)C2N1 (configuration not stated),100,108,95,102,125,/,98,106
N#C/C(=C\NC(=S)Nc1cc(Cl)ccc1Cl)C(=O)c1ccc2ccccc2c1,108,98,/,100,87,103,93,100
CC1(C)CC(=O)C2=C(C1)N(c1ccc(OC(F)(F)F)cc1)C(N)=C(C#N)C2c1ccc(Br)cc1F (configuration not stated),93,79,47,93,81,89,55,91
CCN1CCCSC1=S,98,96,99,104,99,89,95,96
CCCc1[nH]c(-c2cc(N)ccc2Cl)c2c1C(=O)CCCC2,99,82,94,98,104,95,107,102
O=C(O)C(Br)C(Cl)c1ccccc1 (configuration not stated),92,106,98,103,99,122,88,118
Cc1[nH]c(N=Nc2ccccc2)nc1N=Nc1ccccc1,37,-20*,30,48,-42*,40,3.2*,52
O=C(CN1CCOCC1)Nc1ccc(-c2nc3ccccc3s2)cc1,108,100,117,93,101,115,100,102
COc1ccc(C2=NN(C(C)=O)C(c3cccc(Nc4ccnc5cc(Cl)ccc45)c3)C2)cc1 (configuration not stated),41,69,66,44,49,/,43,73
COc1cccc(/C=C/c2nccc3ccccc23)c1OC,90,80,/,85,76,87,88,92
O=S(=O)(O)c1cccc(Nc2ccc3ccccc3c2)c1,106,88,88,99,90,94,93,108
CCCCCCCCCCCCNC(=O)[C@H]1CSC(c2cc3ccccc3s2)N1 (some centres not stated),-95*,-76*,15,58,18,-46*,-86*,-89*
CC(C)OCc1cc(Cl)ccc1O,102,102,109,98,80,87,101,96
COC1=C(Br)C(=O)C(OC)=C(Br)C1=O,105,91,102,99,94,119,/,117
COc1ccc(-c2nc(SCCC(C)C)nc(N/N=C(/C)c3cccc(OC)c3)c2C#N)cc1,102,87,96,98,100,104,90,104
CCOC(=O)c1ccc(N=C(N)N)cc1,103,93,100,106,81,108,107,96
CCCCNC(=O)NS(=O)(=O)c1ccc(N2N=C(c3ccc(OC)cc3)CCC2=O)cc1,99,/,/,/,104,116,/,105
CCCCC1CCCCN1C(=O)OCC(C)C (configuration not stated),117,106,100,98,99,101,102,112
O=C1NC(=C(Cl)Cl)/C(=N/S(=O)(=O)NCc2ccc(Cl)cc2)N1,105,96,99,/,87,99,/,101
O=C1OC(C(=O)O)Cc2ccsc21 (configuration not stated),103,101,100,102,93,89,102,109
NC1=NC(=O)/C(=C/c2ccccc2)S1,109,106,/,105,107,101,106,96
CCCCCCCCCCCCCCCC[N+]1(CC2CO2)CCOCC1 (configuration not stated),103,103,101,98,114,109,93,94
CCOC(=O)c1[nH]c(C)c(Cc2c(C)[nH]c(C(=O)OCC)c2C)c1C,101,108,102,102,106,104,86,101
NCCOc1nc(Cl)nc(Nc2ccc(N3CCOCC3=O)cc2)n1,108,96,98,102,84,93,97,100
C#C[C@@]1(O)[C@@H](CO)O[C@@H](n2cc(Cl)c3c(N)ncnc32)[C@@H]1O,-12*,-54*,-20*,-61*,41,-21*,-73*,43
CC(CCN(CC(=O)O)CC(=O)O)N(CC(=O)O)CC(=O)O (configuration not stated),93,99,90,101,91,104,82,86
O=C(CSc1nc(-c2ccccc2)cn1-c1ccc(Cl)cc1)c1ccc([N+](=O)[O-])cc1,84,66,103,81,98,87,96,89

# Just LOX IMVI and SK-MEL-5, for some of the entries so far:
canonical_smiles | LOX IMVI | SK-MEL-5
O=C1OC(C(=O)O)Cc2ccsc21 (configuration not stated) | 102 | 102
NC1=NC(=O)/C(=C/c2ccccc2)S1 | 106 | 105
CCCCCCCCCCCCCCCC[N+]1(CC2CO2)CCOCC1 (configuration not stated) | 93 | 98
CCOC(=O)c1[nH]c(C)c(Cc2c(C)[nH]c(C(=O)OCC)c2C)c1C | 86 | 102
NCCOc1nc(Cl)nc(Nc2ccc(N3CCOCC3=O)cc2)n1 | 97 | 102
C#C[C@@]1(O)[C@@H](CO)O[C@@H](n2cc(Cl)c3c(N)ncnc32)[C@@H]1O | -73* | -61*

# Grouped by structure, those above containing two or more sulfur atoms.
SMILES,MDA-MB-435,UACC-62,MALME-3M,SK-MEL-5,UACC-257,SK-MEL-2,LOX IMVI,SK-MEL-28
O=S(=O)(N=C1C(Cl)=C(Cl)C(=NS(=O)(=O)c2ccccc2)C(Cl)=C1Cl)c1ccccc1,101,67,113,87,69,14,55,90
Cc1cc(OC(=O)CSc2nc3ccccc3s2)nc2[nH]c(=O)sc12,110,99,99,98,114,106,92,118
N#Cc1c(N)c2sc(Nc3ccccc3)c(-c3nc4ccccc4s3)c2[nH]c1=S,112,75,99,95,82,96,96,92
C/C(=N\NC(=S)Nc1cccc(Cl)c1Cl)c1sc(Nc2cccc(Cl)c2)nc1C,101,95,119,99,110,110,96,100
NS(=O)(=O)c1nnc(/N=C/c2c(O)[nH]c3ccccc23)s1,103,97,109,98,107,114,100,114
CCN1CCCSC1=S,98,96,99,104,99,89,95,96
CCCCCCCCCCCCNC(=O)[C@H]1CSC(c2cc3ccccc3s2)N1 (some centres not stated),-95*,-76*,15,58,18,-46*,-86*,-89*
